GlmU inhibition: inhibition of mycobacterial GlmU enzyme – biochemical, glucosamine-1-phosphate acetyltransferase (AID 1376) | Bifunctional protein GlmU (Mycobacterium tuberculosis (strain ATCC 25618 / H37Rv)) | M. tuberculosis GlmU acetyltransferase enzyme assay; higher % means a stronger effect | inhibition, %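 (tested at 30 µM in the primary screen)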, or IC50 in µM where a hit was titrated | actives 0.25% (n = 220,000); in the data active = inhibition above about 13%;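 also: 0% = complete reaction with vehicle and 100% = reaction without substrate; strong numbers were not always called active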
RmlCD inh 1536: M. tuberculosis RmlC/RmlD coupled enzyme inhibitors, primary screen, biochemical, compound mixtures, 384-well, from 1536-well plates; inhibition, % at 3.6 µM; dTDP-4-dehydrorhamnose reductase (Mycobacterium tuberculosis (strain ATCC 25618 / H37Rv)) …; RmlC+RmlD coupled enzyme assay, percent inhibition; primary screen in compound mixtures; actives 0.03% (n = 160,000); AID 1533, 2009; in the data active = inhibition mostly above about 34%, no sharp cut-off; also: some results filed as inactive read as strong as hits
Target sequence (P9WH09 whole entry, looked up): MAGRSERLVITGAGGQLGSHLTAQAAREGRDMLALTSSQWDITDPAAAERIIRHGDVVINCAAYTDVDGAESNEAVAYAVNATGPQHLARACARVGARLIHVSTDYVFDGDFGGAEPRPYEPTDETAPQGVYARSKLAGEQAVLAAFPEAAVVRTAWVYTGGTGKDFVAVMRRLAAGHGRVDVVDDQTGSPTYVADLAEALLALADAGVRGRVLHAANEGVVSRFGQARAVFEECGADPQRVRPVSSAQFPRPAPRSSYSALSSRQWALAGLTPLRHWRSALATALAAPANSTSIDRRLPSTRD
Target sequence (P9WH11 whole entry, looked up): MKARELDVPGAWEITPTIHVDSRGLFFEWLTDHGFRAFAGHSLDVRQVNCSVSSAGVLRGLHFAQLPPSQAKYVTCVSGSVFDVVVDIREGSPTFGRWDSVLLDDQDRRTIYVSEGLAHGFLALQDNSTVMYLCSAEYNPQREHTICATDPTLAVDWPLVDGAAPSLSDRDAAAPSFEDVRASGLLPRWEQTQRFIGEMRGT
Numbers without * were called inactive; nt = no result given. The list is partial; rates above refer to the full screens.

structure	GlmU inhibition	RmlCD inh 1536
O=C(Nc1nnc(COc2ccc(F)cc2)s1)Nc1ccccc1F	-1.8%	-0.1
CN(C)CCN(C(=O)c1ccc(N2C(=O)CCC2=O)cc1)c1nc2cc3c(cc2s1)OCO3	0.4%	7.7
Cc1ccc(C(=O)N/C(=C/c2cccs2)C(=O)NCCc2c[nH]c3ccccc23)cc1	3.9%	1.7
CN(C(=O)c1cc2n(n1)C(C(F)(F)F)CC(c1ccco1)N2)c1ccccc1 (centres undefined)	-2.2%	21.7
COc1ccccc1-n1c(SCC(N)=O)nc2c(c1=O)SCC2	2.7%	11.7
CC(=O)c1ccc(CCCC(=O)O)cc1	-3.6%	-1.1
COCCn1c(C)cc(C(=O)CSc2nc(C)c(C)c(C)n2)c1C	4.8%	-0.4
CC(=O)c1c(N2CCN(C(=O)C3CCCO3)CC2)nc(=S)n(-c2ccccc2)c1C (centres undefined)	0.4%	-0.4
COc1ccc(NCC(=O)N/N=C2\CCc3ccccc32)cc1	0.7%	8.6
Cn1c(=O)c2c(nc(N/N=C/c3c(O)n(C4CCCCC4)c(=S)[nH]c3=O)n2C)n(C)c1=O	5.4%	-17.1
Cc1c(Cl)c([N+](=O)[O-])nn1CC(=O)NCc1ccco1	2.8%	7.1
CCCNS(=O)(=O)c1ccc(CCC(=O)NCc2ccco2)cc1	-2.2%	nt
O=C(NCCc1c[nH]c2ccc(Cl)cc12)c1ccc([N+](=O)[O-])cc1	-1.9%	nt
COc1cc(CNCCNC(=O)c2nonc2N)ccc1OCc1ccc(Cl)nc1	-3.0%	-15.7
COc1ccc(-c2noc(Cc3cccs3)n2)cc1	1.1%	-16.2
COC(=O)c1sccc1NC(=O)c1ccc(Br)o1	-0.1%	0.8
COC(=O)C1=C(N)Oc2cc(C)n(CCCn3ccnc3)c(=O)c2C1c1ccc(Cl)cc1 (centres undefined)	4.7%	-4.7
O=c1[nH]c(Cc2ccccc2Cl)nc2ccccc12	5.0%	-0.2
c1ccc(C(c2ccccn2)c2ccccn2)cc1	-5.9%	-7.3
O=C(CSc1nnc(-c2cccs2)o1)Nc1cccc(S(=O)(=O)N2CCCCC2)c1	2.5%	47.4
Cn1c(-c2sc3ccccc3c2Cl)n[nH]c1=S	5.7%	-5.5
CC1(c2ccccc2)NC(=O)N(N)C1=O (centres undefined)	1.2%	-10.6
Cc1ccc(S(=O)(=O)N2CCCC2)cc1C(=O)O	-4.4%	nt
COc1ccc(NC(=O)c2ccc(-c3nn(C)c(=O)c4ccccc34)cc2)cc1C(N)=O	1.0%	-8.1
Clc1ccccc1Oc1cnc2ccccc2n1	0.5%	25.8
Cc1cc(C)nc(NC(=O)c2c(Cl)cccc2Cl)n1	-1.8%	-19.2
C#CCn1c(=NC(=O)c2ccc(S(=O)(=O)N3CCc4ccccc4C3)cc2)sc2cc(S(N)(=O)=O)ccc21	7.0%	-14.2
CCOc1cc(/C=N/NC(=O)C(=O)NCCCOC(C)C)cc(Br)c1O	-4.6%	-6.2
C/C(=N\Nc1nc2ccccc2[nH]1)c1ccc(N2CCOCC2)cc1	-13.0%	9.9
Cc1ccc(C(=O)N(C)c2ccc(OCC(=O)N3c4ccc(C)cc4C4CN(C)CCC43)cc2)cc1 (centres undefined)	-1.2%	3.7

Some of these compounds in order of count of non-hydrogen atoms, ascending:
structure	GlmU inhibition	RmlCD inh 1536
O=C(NCCc1c[nH]c2ccc(Cl)cc12)c1ccc([N+](=O)[O-])cc1	-1.9%	nt
O=C(Nc1nnc(COc2ccc(F)cc2)s1)Nc1ccccc1F	-1.8%	-0.1
CC(=O)c1c(N2CCN(C(=O)C3CCCO3)CC2)nc(=S)n(-c2ccccc2)c1C (centres undefined)	0.4%	-0.4
Cc1ccc(C(=O)N/C(=C/c2cccs2)C(=O)NCCc2c[nH]c3ccccc23)cc1	3.9%	1.7
COc1ccc(NC(=O)c2ccc(-c3nn(C)c(=O)c4ccccc34)cc2)cc1C(N)=O	1.0%	-8.1
C#CCn1c(=NC(=O)c2ccc(S(=O)(=O)N3CCc4ccccc4C3)cc2)sc2cc(S(N)(=O)=O)ccc21	7.0%	-14.2

Next section.
structure	GlmU inhibition	RmlCD inh 1536
COc1ccc(C(=O)NCC(=O)N/N=C/C(C)=C/c2ccccc2)cc1OC	-7.5%	3.1
Cc1cc(N2CCCCC2)nc(N2CCOCC2)n1	-6.5%	-9.3
Cn1cccc1/C=N/NC(=O)Cc1cccs1	3.3%	3.0
CC(C)C(=O)Nc1cc2c(cc1C(=O)c1ccccc1)OCCO2	-7.3%	2.9
Cc1sc(/C=C2\C(=O)ON=C2c2ccccc2)cc1Br	6.1%	nt
Cc1cc(C)n(CC(=O)O)n1	5.5%	nt
Cc1cc(C)c(S(=O)(=O)c2ccccc2)c(OC(=O)c2ccc(Cl)cc2Cl)n1	nt	5.5
CC(C)CCN(C(=S)NC(=O)C1CCCCC1)c1c(N)n(Cc2ccccc2)c(=O)[nH]c1=O	-2.0%	9.2
COc1ccc(NC(=O)C(=O)N/N=C(\C)CC(=O)Nc2cc(C)ccn2)c(OC)c1	4.2%	9.8
C/C(=N/NC(=O)c1cc(-c2cccc([N+](=O)[O-])c2)n[nH]1)c1cccc(O)c1	21.3%	12.5
Cc1c(C(=O)N2CCCC2)sc(NC(=O)c2cccc(Cl)c2)c1C#N	-0.7%	nt
NC(=O)NC(CC(=O)NCCCc1ccccc1)c1ccccc1Cl (centres undefined)	-2.6%	6.9
CCCCNC(=O)CCCn1c(=S)[nH]c2cc3c(cc2c1=O)OCO3	0.4%	27.4
O=C(Nc1c(F)cc(F)cc1Br)c1cc2nc(C(F)F)cc(C(F)F)n2n1	-7.9%	-7.2
CCOC(=O)Cn1nc(C)c2c1CCCC2=O	5.2%	-9.7
O=C(c1ccc(-c2ccccc2)c(F)c1)C1CCCN(C(=O)c2cncs2)C1 (centres undefined)	1.6%	1.7
CCN(CCO)Cc1cn[nH]c1-c1ccc(C)c(C)c1	2.0%	nt
O=C(CN1C(=O)CCC1=O)Nc1nc(-c2ccc3ccccc3c2)cs1	-0.2%	2.6
CC1CCCN(C(c2ccccc2)c2sc3ncnn3c2O)C1 (centres undefined)	-0.3%	nt
O=C(C[n+]1ccc(C(=O)N/N=C/c2ccc(OCc3ccccc3)cc2)cc1)c1ccccc1	-3.2%	6.2
COc1ccccc1NC(=O)c1ccc(NS(=O)(=O)c2c(C)noc2C)cc1	5.1%	7.0
Cc1ccc2c(CC(=O)Nc3ccc(N4CCN(C)CC4)cc3C)coc2c1	2.5%	nt
NNC(=O)CN1C(c2cccc(Cl)c2)=Nc2ccc(Br)cc2C1c1ccccc1 (centres undefined)	-6.5%	3.8
O=C(CSc1nnc(Cc2ccc3c(c2)OCO3)n1C1CCCCC1)NC1CCCC1	-4.0%	nt
COc1cccc(S(=O)(=O)Nc2cccc(C(=O)N3CCCCCC3)c2)c1	8.8%	11.0
O=C1CC(=Nc2ccccc2)NN1c1ccccc1	0.2%	8.7
COc1ccc(C(=O)COC(=O)CCCn2c(=O)oc3ccccc32)cc1	-0.1%	nt
N#CC1=C(N)C(C#N)(C#N)C(c2cccnc2)C2COCC=C12 (centres undefined)	-1.5%	nt
N#CC1=C(N)SC(N)=C(C#N)C1c1cccc(Oc2ccccc2)c1	-1.8%	2.8
CC(=O)c1c(C)nc(-c2ccc(Cl)cc2)nc1NC(=O)C(C)C	-3.4%	-1.4
Cc1c(C(=O)Oc2ccc(-c3cnc4ccccc4n3)cc2)cccc1[N+](=O)[O-]	-2.9%	nt
O=C(NC1CCCCC1)C(c1ccccc1)N1CCC2(CC1)OCCO2 (centres undefined)	0.3%	-4.6
O=C(Nc1nccs1)c1ccc(Cl)c(S(=O)(=O)N2CCCCC2)c1	-3.8%	2.9
COc1ccc(-n2c(Cc3cccs3)nnc2SCC(=O)Nc2ccc3c(c2)OCCO3)cc1	1.2%	6.9
CCOC(=O)c1ccc(CNC(=O)CSc2nc(NC(=O)c3ccccc3)c3c(C)c(C)oc3n2)cc1	1.0%	nt
O=C(O)CCc1ccc(S(=O)(=O)N2CCOCC2)cc1	-1.7%	-6.3
CC(=O)NC(Cc1cccc(F)c1)C(=O)NC1CCN(C(=O)c2cccc(C)c2)CC1 (centres undefined)	6.1%	3.5
O=C(COC(=O)C1(c2ccc(F)cc2)CCCC1)Nc1ncc(C(F)(F)F)cc1Cl	-0.4%	0.9
O=C1C(CCCNC(=S)NCc2ccccc2)NC(=S)N1Cc1ccccc1 (centres undefined)	-2.1%	33.8
CC(Nc1cc(N2CCCC2)ccc1[N+](=O)[O-])c1ccccc1 (centres undefined)	1.2%	0.1
Cn1c(NC(=O)c2ccccc2C(F)(F)F)cc(=O)n(C)c1=O	-2.4%	nt
O=C(CNc1ccc(F)cc1)N/N=C1\CCCc2ccccc21	0.5%	-7.7
CCOC(=O)C(NC(=O)c1ccccc1)(OCC1(CC)COC1)C(F)(F)F (centres undefined)	-5.6%	nt
Cc1ccccc1COc1ccc(/C(O)=C2/C(=O)C(=O)N(CCCn3ccnc3)C2c2ccco2)cc1 (centres undefined)	3.0%	nt
CCOC(=O)c1nc(-c2ccccc2)sc1C(C)=O	1.6%	63.5
CCCCNC(=O)c1cc(-c2ccc(OC)c(OC)c2)on1	-4.2%	-8.2
Nc1ccccc1C(=O)/C=C/c1ccc2c(c1)OCO2	3.4%	nt
CN(c1ccc(C(=O)Nc2cccc([N+](=O)[O-])c2)cc1)S(C)(=O)=O	0.1%	-0.1
O=[N+]([O-])c1cccc(CNCc2ccccc2)c1	2.9%	4.7
O=S(=O)(/N=C(/Nc1ccc(F)cc1F)c1ccccc1)c1ccc(Br)cc1	-0.9%	-3.4
CCCn1cc2c(c1-c1ccc(C)cc1)c(=O)n(C)c(=O)n2C	-2.7%	9.6
COc1cc(C(=O)OCC(=O)NCCN2C(=O)CSC2=O)ccc1OCc1c(C)noc1C	-9.0%	nt
CCCNC(=O)Nc1ccc(C)cc1C	0.5%	nt
Cc1cc([N+](=O)[O-])nn1CC(=O)NNC(=S)Nc1ccc([N+](=O)[O-])cc1	2.4%	nt
O=C1CCC(C(=O)Nc2nnc(C3CC3)s2)=NN1	6.3%	5.8
COc1cccc(C(=O)N2CCN(Cc3cn[nH]c3-c3ccc(F)cc3F)CC2)c1	3.1%	-13.2
CSCC[C@H](NC(=O)NC1CCCC1)C(=O)O	-2.6%	nt
CC(C)NC(NC(=O)Cc1ccccc1)C(Cl)(Cl)Cl (centres undefined)	-6.2%	-38.3
CC1(C)CC2(CCO1)OC(=O)CC2C(=O)Nc1ccccc1Cl (centres undefined)	1.5%	5.8
CCOC(=O)c1[nH]c2ccc(OC)cc2c1NC(=O)/C=C/c1ccc2c(c1)OCO2	-3.3%	6.3

(next part)
structure	GlmU inhibition	RmlCD inh 1536
COc1ccc(OCC(=O)Nc2ccc(N3CCOCC3)cc2)cc1	-1.6%	-3.3
FC(F)(F)c1cccc(N2CCc3cn[nH]c32)c1	1.3%	13.7
O=C(OCc1cnc(Cl)s1)c1cccc(Cl)c1Cl	1.4%	3.5
Cc1cc(C(=O)O)c(=O)[nH]c1C	2.4%	7.5
COc1cc(OC)cc(C(=O)NCC(=O)OC2CCOC2=O)c1 (centres undefined)	0.6%	nt
Cc1ccc2[nH]c(=O)c(C(c3nnnn3C3CCCC3)N3CCCc4ccccc43)cc2c1 (centres undefined)	1.6%	nt
O=C(/C=C/c1ccco1)NCC1(c2ccccc2)CCCC1	-5.9%	nt
COc1cc(C)nc(N2CCCC(C(=O)NCC(C)C)C2)n1 (centres undefined)	-0.7%	nt
Cc1ccc(CS(=O)(=O)CCC(=O)NCc2ccc3c(c2)OCO3)cc1	4.5%	22.2
COc1ccc2cc(CN(Cc3ccco3)C(c3nnnn3C3CCCCC3)C(C)C)c(=O)[nH]c2c1 (centres undefined)	1.4%	-3.1
Oc1ccc(Cl)cc1/C=N/c1nccs1	5.1%	nt
O=C(Cn1c(O)c(/C=C2\C=Nc3ccccc32)sc1=O)Nc1ccc2c(c1)OCO2	-0.6%	nt
CN(C(=O)c1ccco1)c1nc(CC(=O)Nc2ccccc2)cs1	6.6%	nt
Cc1cc(NC(=O)CSc2nnc(Cc3ccccc3)o2)no1	0.6%	-3.0
Cn1c(SCc2ccc(C#N)cc2)nnc1-c1cccc(Cl)c1	-2.5%	-8.7
C/C(=C\c1ccccc1)C(=O)n1nnc2ccccc21	3.0%	-6.4
COC(=O)c1c(NC(=O)CSc2nnnn2-c2ccccc2)sc2c1CCCC2	-3.7%	nt
CCCSc1nc2ccsc2c(=O)n1CC	-3.1%	1.3
CCC1=C(OC(=O)N(CC)CC)N2C(=O)OC(=NCC(=O)OC)[C@]2(Cc2ccccc2)[C@H]2C1=CC[C@H]1C(=O)N(C)C(=O)[C@H]12	-2.5%	nt
C=CCOc1c(Br)cc(/C=C2/NC(=S)N(C(C)=O)C2=O)cc1OC	0.9%	72.9
c1ccc(Cn2cc(CNc3ccccc3)nn2)cc1	1.7%	nt
